# High-throughput results: PubChem BioAssay, Sanford-Burnham Center for Chemical Genomics
# Mdm2-MdmX inh: inhibitors of human Mdm2-MdmX association, primary screen, cell-based, luminescence, split luciferase, SaOS-2, uHTS; inhibition, % at 8 µM; SaOS-2 split-luciferase Mdm2/MdmX complementation; 3% of 330,000 active; Protein Mdm4 (Homo sapiens) + E3 ubiquitin-protein ligase Mdm2 (Homo sapiens), …;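 active = inhibition of at least 50% at 8 µM in the primary screen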
# Target sequence (O15151 whole entry, looked up): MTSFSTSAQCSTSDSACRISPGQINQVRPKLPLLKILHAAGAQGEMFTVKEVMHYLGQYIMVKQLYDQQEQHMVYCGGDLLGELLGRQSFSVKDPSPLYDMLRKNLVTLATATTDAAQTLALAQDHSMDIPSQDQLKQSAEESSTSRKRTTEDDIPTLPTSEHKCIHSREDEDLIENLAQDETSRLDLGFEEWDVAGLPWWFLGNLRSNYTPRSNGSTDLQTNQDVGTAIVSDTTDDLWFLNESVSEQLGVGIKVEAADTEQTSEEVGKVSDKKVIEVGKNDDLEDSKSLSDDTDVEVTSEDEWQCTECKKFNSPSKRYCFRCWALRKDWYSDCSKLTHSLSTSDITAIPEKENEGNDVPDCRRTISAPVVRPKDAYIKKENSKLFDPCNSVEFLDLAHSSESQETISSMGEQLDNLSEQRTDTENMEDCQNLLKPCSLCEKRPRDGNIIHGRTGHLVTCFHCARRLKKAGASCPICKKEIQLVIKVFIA
# Target sequence (Q00987 whole entry, looked up): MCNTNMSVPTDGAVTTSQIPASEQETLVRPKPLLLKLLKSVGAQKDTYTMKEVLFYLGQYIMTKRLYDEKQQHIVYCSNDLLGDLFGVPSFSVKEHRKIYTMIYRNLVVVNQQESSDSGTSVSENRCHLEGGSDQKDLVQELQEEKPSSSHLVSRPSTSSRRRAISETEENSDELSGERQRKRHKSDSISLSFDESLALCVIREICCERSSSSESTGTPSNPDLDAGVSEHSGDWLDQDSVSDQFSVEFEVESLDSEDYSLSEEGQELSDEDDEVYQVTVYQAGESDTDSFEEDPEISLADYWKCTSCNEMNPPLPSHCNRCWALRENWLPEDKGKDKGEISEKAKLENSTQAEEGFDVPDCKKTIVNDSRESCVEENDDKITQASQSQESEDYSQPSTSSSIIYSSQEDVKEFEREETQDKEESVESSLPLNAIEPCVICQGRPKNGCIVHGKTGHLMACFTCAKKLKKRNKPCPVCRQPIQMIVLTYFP
# NALP3 yeast inh: NALP3 inflammasome inhibitors in reconstituted yeast, primary screen, luminescence, uHTS | Yeast reconstituted NLRP3/ASC/caspase-1, beta-gal luminescence, 24 h | 0.39% of 330,000 active | inhibition, % at 10 µM;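 active = inhibition of 50% or more; inactive = inhibition below 50%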;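 note: plate controls were induced DMSO wells for no effect and uninduced yeast grown without galactose for full effect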
# TIM10 inh: growth inhibitors of isogenic TIM10 control yeast, primary screen, counter-screen for tim10-1 yeast inhibitor project, luminescence, uHTS. 1.4% of 330,000 active. AID 463195, 2010. inhibition, % at 10 µM. S. cerevisiae TIM10 strain growth, BacTiter-Glo luminescence, 24 h;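 active = inhibition of 40% or more at the single tested concentration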;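 note: wild-type TIM10 isogenic control strain grown at permissive 25 °C; 0% = DMSO yeast wells and 100% = minimal medium wells without yeast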
# tim10-1 inh: growth inhibitors of tim10-1 mutant yeast, primary screen, luminescence, uHTS; 2.2% of 330,000 active; inhibition, % at 20 µM; S. cerevisiae tim10-1 ts strain growth, BacTiter-Glo, 24 h;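 active = inhibition of at least 40%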;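 note: mutant grown at 25 °C; 0% = DMSO wells with yeast and 100% = wells holding no yeast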
# NR3A LBD binder: binders of NR3A ligand-binding domain, primary screen, biophysical, differential scanning fluorimetry, uHTS. NR3A LBD differential scanning fluorimetry, Tm shift; 0% = protein alone, 100% = glycine-bound protein. Glutamate receptor ionotropic, NMDA 3A (GRIN3A) ligand-binding domain. 2.5% of 340,000 active. Tm shift relative to glycine control, % at 25 µM. AID 1259313, 2017;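 active = melting temperature shift of at least 10% of the positive control shift, at one fixed dose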
# UPR CHOP act: activators of apoptotic CHOP UPR arm, primary screen, cell-based, CHO-CHOP luciferase reporter, luminescence, uHTS | UPR activation; percent of tunicamycin response over DMSO baseline | activation, % at 10 µM | 0.34% of 330,000 active;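 active = at 10 µM dose, activation of 40% or more, normalized to positive control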;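 note: 100% = tunicamycin at 10 µg/mL and 0% = DMSO alone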
#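 System: CHO-CHOP luciferase reporter cell line; amount: 500 cells/well; buffer or medium: F12 medium containing 10% fetal bovine serum; incubation: 6 h compound exposure at 37 °C after overnight seeding; measured by: luciferase luminescence after 10 min with Steady-Glo reagent; evaluation: % reporter activation, DMSO baseline versus tunicamycin full activation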
# tim23-1 inh: growth inhibitors of tim23-1 mutant yeast, primary screen, luminescence, uHTS; S. cerevisiae tim23-1 growth, BacTiter-Glo luminescence, 24 h; inhibition, % at 20 µM; 1.3% of 330,000 active; AID 463212, 2010;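 active = growth inhibition of the mutant yeast at or above 50%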;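 note: temperature-sensitive mutant grown at 25 °C; plate controls were DMSO-treated mutant yeast for no effect and medium wells lacking yeast for full effect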
# XBP1 UPR activ: activators of adaptive XBP1 UPR arm, primary screen, cell-based, CHO-XBP1 luciferase reporter, luminescence, uHTS. IRE1-XBP1 UPR activation; percent of tunicamycin response, DMSO as zero. activation, % at 20 µM. 0.33% of 330,000 active. AID 463104, 2010;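 active = versus positive control, 20 µM dose yields 30% or more activation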;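 note: 100% = tunicamycin at 10 µg/mL and 0% = DMSO only wells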
#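 Material: CHO-XBP1 cells stably carrying IRE1-XBP1-driven luciferase reporter / Amount: 1000 cells per well / Compound: 20 µM, 1% DMSO / Times: 6 h treatment, 37 °C / Detection: luciferase luminescence / Measure: % activation of reporter signal versus tunicamycin and DMSO controls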
# APJ ag: agonists of human apelin receptor APJ, primary screen, CHO-K1 cells, PathHunter beta-arrestin, luminescence; activation, % at 20 µM; 0% DMSO wells, 100% apelin; 0.11% of 330,000 active;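 active = activation more than six SD over the plate average, tested at 20 µM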;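 note: 0% = DMSO alone and 100% = apelin-13 at 10 nM; some results filed as inactive read as strong as hits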
#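 Assay system: CHO-K1 APJ beta-arrestin complementation cell line / Compound: single test compound dose, 20 µM final, 1% DMSO / Times: overnight seeding, 90 min compound at 25 °C, 1 h detection / Technique: beta-gal luminescence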
# Starred values were filed as active, the others as inactive; · = no result given.
SMILES,Mdm2-MdmX inh,NALP3 yeast inh,TIM10 inh,tim10-1 inh,NR3A LBD binder,UPR CHOP act,tim23-1 inh,XBP1 UPR activ,APJ ag
CCOC(=O)C1CCCN(C(=O)C2CCN(c3nnc(-n4cccc4)s3)CC2)C1 (stereo not given),-3,8,-16,21,-1,1.0,-1,-3,-4
Cc1ccc(S(=O)(=O)N(CC(=O)N2CCCCCC2)c2ccccc2)cc1,-8,3,22,25,0,-1.1,28,0,-5
O=C(O)CC(NNC(=O)c1ccccc1)C(=O)Nc1ccc([N+](=O)[O-])cc1 (stereo not given),21,7,10,6,-2,0.4,7,3,-2
COC(=O)[C@@H](NC(=O)O[C@@H]1C(=O)c2ccc(OC)cc2O[C@H]1c1cccc(C(F)(F)F)c1)C(C)C,44,3,13,20,·,-0.2,14,3,8
Cc1nnc2ccc(N3CCC4(CC3)OCCO4)nn12,2,5,6,6,1,-0.3,17,2,3
Clc1ccc(-c2nc3cnccn3c2Nc2ccc3c(c2)OCO3)cc1,32,2,26,45*,-33,3.9,49,-2,1
Cc1nn(C)c(C(=O)NNC(=O)NC2CCCCC2)c1Cl,-4,5,2,38,-1,-0.2,12,-3,-3
O=S(=O)(NCC(c1cccnc1)N1CCN(Cc2ccccc2)CC1)c1ccc(F)cc1 (stereo not given),-2,9,12,-5,1,1.5,-14,0,3
CC(C)[C@@H](C(=O)O)N(Cc1cccc(CN([C@H](C(=O)O)C(C)C)S(C)(=O)=O)c1)S(C)(=O)=O,10,14,10,12,0,-1.5,17,1,-6
Cc1nn(Cc2ccccc2)c(C)c1NC(=O)CSc1nnc(-c2cc(Cl)ccc2O)n1C,31,13,8,1,1,1.8,2,-4,-1
CN(C(=O)CSc1nnc(-c2ccncc2)n1C)C1CCS(=O)(=O)C1 (stereo not given),4,10,3,-10,0,1.2,-10,-2,0
CCc1ccc(CN(C(=O)c2cc3ccccc3oc2=O)C2CCS(=O)(=O)C2)cc1 (stereo not given),-48,3,9,24,-1,5.4,19,-1,1
CCCn1c(N)c(C(=O)COC(=O)CNC(=O)c2ccccc2OCC)c(=O)[nH]c1=O,5,19,-3,-13,-3,0.1,0,-2,0
Cc1cc(N/N=C/c2ccc(N(C)C)cc2)nc(NCc2ccccc2)n1,40,28,-13,15,-8,5.9,4,2,3
CCC(C)(C)NC(=O)C(c1ccc(OC)cc1)N(C(=O)CCC(=O)Nc1cc(C)on1)c1ccc(OC)cc1OC (stereo not given),15,17,11,7,-1,-0.1,21,-1,-4
Cc1ccc2nc(-c3ccccc3)cc(C(=O)NNC(=O)c3csc(N4CCOCC4)n3)c2c1,22,23,4,8,-4,2.3,15,-3,-3
CCCCn1c(SCC(=O)/C(C#N)=C(\C)N)nc2ccccc2c1=O,-23,12,-18,20,-24,0.9,18,4,1
COCCCNC(=O)c1cn(CCOC)c(=O)c2c1c1ccccc1n2C,19,-3,2,9,-3,-0.4,8,-2,0
CN1CCN(C2CC(=O)N(c3ccc4c(c3)OCCO4)C2=O)CC1 (stereo not given),-23,-3,8,3,0,-1.1,11,-1,-5
COc1ccc(C(=O)Nc2ccc3nc(N4CCCCC4)cc(C)c3c2)c(OC)c1,18,23,-10,7,·,0.8,18,0,-2
O=C(NCc1ccccn1)c1ccc(OC2CCN(Cc3ccccc3O)CC2)cc1,-16,6,-9,-11,-1,-0.1,-8,-6,5
CSc1nc(-c2ccccc2)c(-c2ccccc2)[nH]1,25,-30,0,13,5,0.4,-8,-2,3
COc1ccccc1Cn1c(=S)[nH]c2cc(C(=O)N3CCN(c4ccccc4OC)CC3)ccc2c1=O,61*,27,22,8,-1,84*,8,-5,-4
Cc1ccc(COc2ccsc2-c2n[nH]c(=S)n2C)cc1,8,-3,30,40,2,0.1,29,-1,-5
C=CC[C@@H](CC(=O)N(CCO)Cc1ccccc1)C(=O)N[C@@H](C)COC(=O)[C@@H](CC=C)Cc1ccc(F)cc1,15,22,5,14,2,-0.8,19,-2,-2

# Structural class, those above containing a COOH group (two)
SMILES,Mdm2-MdmX inh,NALP3 yeast inh,TIM10 inh,tim10-1 inh,NR3A LBD binder,UPR CHOP act,tim23-1 inh,XBP1 UPR activ,APJ ag
O=C(O)CC(NNC(=O)c1ccccc1)C(=O)Nc1ccc([N+](=O)[O-])cc1 (stereo not given),21,7,10,6,-2,0.4,7,3,-2
CC(C)[C@@H](C(=O)O)N(Cc1cccc(CN([C@H](C(=O)O)C(C)C)S(C)(=O)=O)c1)S(C)(=O)=O,10,14,10,12,0,-1.5,17,1,-6

# (continued)
SMILES,Mdm2-MdmX inh,NALP3 yeast inh,TIM10 inh,tim10-1 inh,NR3A LBD binder,UPR CHOP act,tim23-1 inh,XBP1 UPR activ,APJ ag
COc1ccccc1-c1nc2s/c(=C\c3cccs3)c(=O)n2n1,25,12,57*,64*,5,-1.4,78*,-1,0
Cc1nc2ccccc2c(=O)n1NC(=O)c1cc(Br)ccc1Cl,6,14,8,12,-1,-0.8,35,-2,-3
Cc1ccc(C(=O)N/C(=C/c2ccco2)C(=O)N2CCCCCC2)cc1,2,4,4,21,0,0.5,35,-1,-7
COCCn1c(SCC(=O)N2CC(=O)Nc3ccccc32)nnc1-c1ccoc1C,4,6,3,0,0,2.3,2,0,-2
CCOc1ccccc1C1NC(=O)NC(C)=C1C(=O)OCc1ccco1 (stereo not given),4,14,1,18,-1,-1.1,16,-3,0
CC(=O)c1cccc(NC(=O)COC(=O)Cn2cnc3ccccc32)c1,7,17,0,-1,0,-0.4,9,0,-3
OCCOc1ccc(CN2CCN(CCCc3ccccc3)C(CCO)C2)cc1 (stereo not given),-18,7,-1,-2,-1,2.2,1,-5,-1
CCOC(=O)Cc1csc(NS(=O)(=O)c2ccc(SC)cc2)n1,-5,-7,-11,-2,0,-0.8,10,-2,-2
COc1ccc2nc(NC3=NC(c4ccccc4)CC(=O)N3)nc(C)c2c1 (stereo not given),24,7,15,20,-2,-0.5,20,2,-5
Cc1cc(NC(=O)COC(=O)c2c(Cl)cccc2Cl)no1,88*,10,1,10,-1,2.8,13,-1,-2
CC1S/C(=C(\C#N)C(N)=O)N(c2ccc(F)cc2)C1=O (stereo not given),7,5,-5,14,-1,-0.2,9,-1,3
CCOC(=O)CCCNC(=O)COC(=O)[C@@H]1CCCN1S(=O)(=O)c1ccc(Cl)cc1,-1,5,-2,9,-3,0.5,10,-1,-1
CCC(C)(C(=O)NC1CCCCC1)N(C(=O)C1CCC(=O)N1)c1ccccc1 (stereo not given),2,9,0,5,0,-1.2,5,8,-2
COC(=O)c1ccc(COc2ccccc2/C=C(\C#N)C(=O)Nc2ccc(C)cc2)cc1,41,7,-8,1,-7,20,-25,15,·
O=P(Cc1cc[n+]([O-])cc1)(c1ccccc1)c1ccccc1,-7,4,-7,7,0,-2.1,5,-2,-1
COc1ccccc1C1=NOC(C(=O)N2CCN(C(=O)c3ccco3)CC2)C1 (stereo not given),0,12,2,1,1,0.4,7,-4,8
O=C(NCc1ccccn1)c1c(O)c2cccc3c2n(c1=O)CC3,43,40,25,21,2,4.8,48,8,-1
CCS(=O)(=O)N1CCC(NC(=O)C(Cc2cc(OC)ccc2OC)NC(C)=O)CC1 (stereo not given),14,27,0,13,0,0.1,3,-3,1
CSc1ccccc1NC(=O)c1ccccc1N(C)S(C)(=O)=O,-18,-3,-4,10,1,0.8,6,-3,-3
CSc1ccc(S(=O)(=O)Nc2c(C)n(C)n(-c3ccccc3)c2=O)cc1,28,17,-10,-2,2,0.9,0,-5,-2
Cc1ccc(C(=O)Nc2ccccc2C(=O)NC(C(=O)O)C(C)C)cc1 (stereo not given),0,4,-13,14,0,0.4,-2,3,-4
Cc1ccc(N2C(=O)C3NN=C(C(=O)OCc4ccccc4)C3C2=O)cc1 (stereo not given),24,-13,13,6,-5,-0.6,4,4,1
C=CCn1c(CCCNC(=O)C(C)(C)C)nc2ccccc21,5,0,-3,10,-3,2.0,7,-3,-4
Clc1ccccc1CN1CCN(/N=C/c2ccncc2)CC1,13,11,-2,15,1,-1.5,-15,-2,-3
O=C(CN1CCN(S(=O)(=O)c2ccc(Cl)cc2)CC1)c1ccc(O)c(O)c1,23,16,2,20,2,71*,-8,22,-1
SMILES,Mdm2-MdmX inh,NALP3 yeast inh,TIM10 inh,tim10-1 inh,NR3A LBD binder,UPR CHOP act,tim23-1 inh,XBP1 UPR activ,APJ ag
CC1(C)Oc2ccc3ccc(=O)oc3c2CC1O (stereo not given),-8,22,-4,-7,3,1.4,2,-7,-3
Cc1cc(C)nc(NC(=O)Nc2ccc3c(c2)OCO3)c1,-61,17,-23,-8,-1,-0.9,5,-1,-4
CCCc1cc(=O)[nH]c(/N=C(\N)Nc2ccccc2)n1,3,-15,6,8,1,-0.4,2,-1,-3
CC(C)(C)SCCNC(=O)/C=C/c1ccccc1,-1,11,8,-6,-1,1.9,7,3,-2
CC(C)Cn1nc(NS(=O)(=O)c2cccc3nonc23)c2cc3ccccc3nc21,18,5,14,11,-15,0.9,12,-3,-6
COc1ccccc1NS(=O)(=O)c1cc(NC(=O)CC(C)(C)C)ccc1N1CCOCC1,-20,7,18,22,-8,1.5,16,-1,-1
CCOc1ccc(NC(=S)N2CCN(S(=O)(=O)c3ccccc3)CC2)cc1,14,20,8,19,-1,-1.9,7,-6,-3
COc1cccc(NC(=O)CN(C)C(=O)Cc2cccc3ccccc23)c1,-4,15,2,16,2,-0.4,19,-3,-3
Cc1ccnc(SCc2cc(=O)c(OC(=O)c3cc([N+](=O)[O-])ccc3Cl)co2)n1,16,4,7,14,-1,5.3,24,-1,4
CCCC(C)c1nnc(NC(=O)CCS(=O)(=O)c2ccccc2)s1 (stereo not given),45,23,16,7,3,1.6,22,16,-3
CN(C(=O)c1cccc(NC(=O)c2cccs2)c1)c1ccccc1,14,15,21,33,2,1.0,34,-3,3
O=[N+]([O-])c1ccccc1S(=O)(=O)Nc1ccc(S(=O)(=O)N2CCCC2)cc1,18,10,-7,-9,5,0.6,-6,3,-2
Cc1cc(C)n(-c2nc(C)nc3sc4c(c23)CCC(C)C4)n1 (stereo not given),21,1,27,42*,1,-0.3,47,0,0
Cc1cc(C)c(S(=O)(=O)Cc2ccccc2)c(Cl)n1,-19,18,0,16,-1,0.3,13,0,-1

# In the list so far, 3 contain a nitro group on carbon:
SMILES,Mdm2-MdmX inh,NALP3 yeast inh,TIM10 inh,tim10-1 inh,NR3A LBD binder,UPR CHOP act,tim23-1 inh,XBP1 UPR activ,APJ ag
O=C(O)CC(NNC(=O)c1ccccc1)C(=O)Nc1ccc([N+](=O)[O-])cc1 (stereo not given),21,7,10,6,-2,0.4,7,3,-2
Cc1ccnc(SCc2cc(=O)c(OC(=O)c3cc([N+](=O)[O-])ccc3Cl)co2)n1,16,4,7,14,-1,5.3,24,-1,4
O=[N+]([O-])c1ccccc1S(=O)(=O)Nc1ccc(S(=O)(=O)N2CCCC2)cc1,18,10,-7,-9,5,0.6,-6,3,-2
